Source: PubChem BioAssay (several laboratories)
Mot1-301 SUMO: inhibitors of SUMOylation pathway: yeast Mot1-301 growth rescue; 320,000 tested, 1% active; growth rescue, % at 18.8 µM; S. cerevisiae Mot1-301 growth rescue, ATP luminescence, 38.5C; percent above DMSO median, 100 means doubled;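 active means every valid replicate shows activation above 250% relative to neutral control wells; inactive means the rest, any valid replicate at or below 250%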;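 further: OY570 slx delta 5 strain wells were the positive control but not used for scaling; some compounds called inactive have numbers as strong as hits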
RTF Ca sens inh: cardiac RTF calcium desensitization. P19429+P45379. IANBD-labeled cardiac RTF, Ca2+ fluorescence. inhibition, % at 7.15 µM. 340,000 tested, 0.12% active;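 active means inhibition above the mean inhibition of all tested compounds plus 3 SD, cut at about 17% in these data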;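 further: assay run at fixed EC70 calcium of 1.6 mM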
Keap1 Nrf2 FP: inhibitors of human Keap1-Nrf2 protein-protein interaction. Q14145. Keap1 Kelch-Nrf2 peptide fluorescence polarization, 1536-well. inhibition, % at 9.4 µM. 340,000 tested, 0.15% active. AID 504523; in the data active means inhibition above about 12%; inconclusive means no clear call, values can overlap the other calls; inactive means below about 7.3%;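 further: human Keap1 Kelch domain with fluorescein labeled Nrf2 9mer peptide probe; 0% = neutral control wells and 100% = peptide positive control; higher means more block of Keap1 binding to Nrf2 peptide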
PvdQ inh: blocks Pseudomonas aeruginosa PvdQ acylase activity | purified PvdQ acylase, fluorescence plate reader | inhibition, % at 10 µM | 340,000 tested, 0.063% active; in the data active means inhibition above about 30%, passing the limit was not always enough; inconclusive means no clear call, values can overlap the other calls;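 further: 0% = vehicle neutral wells and 100% = reference inhibitor wells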
cardiac RTF act: increases calcium sensitivity of human cardiac regulated thin filaments; P19429+P45379; IANBD-labeled TnC RTF fluorescence at EC20 calcium; 0% EC20 calcium, 100% full calcium; activation, % at 7.2 µM; 340,000 tested, 0.24% active; AID 493008;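 active means activation above the mean over all tested compounds plus 3 SD, cut at about 30% in these data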;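 further: rise in fluorescence read as greater calcium sensitivity of cardiac thin filaments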
Rtt109 Vps75: C. albicans Rtt109 histone acetyltransferase inhibition | Q5AAJ8 | purified Rtt109/Vps75, ThioGlo CoA-SH fluorescence, 4 h | inhibition, % at 34.9 µM | 330,000 tested, 0.16% active | AID 540336;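 active means inhibition of at least 50% in every replicate; inconclusive means best replicate reaches 50% inhibition but some replicates fall short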
PfHsp90 yeast 2: growth inhibition of yeast expressing Plasmodium Hsp90. S. cerevisiae expressing PfHsp90, BacTiter-Glo ATP, 48 h; yeast lacking PDR1 and PDR3 efflux regulators. inhibition, % at 9.4 µM. 310,000 tested, 0.32% active. AID 504621;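 active means every replicate shows inhibition above about 80%, whatever the replicate mean, limit read from the data; inconclusive means mean inhibition reaches the set limit but some replicate falls short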;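 further: 0% = DMSO neutral controls and 100% = 20 µM radicicol positive controls; yeast relying on Plasmodium falciparum Hsp90 in place of its own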
dFosB activator: mouse delta FosB homodimer activation; 340,000 tested, 0.99% active; P13346; purified delta FosB, TAMRA-CDK5 oligo fluorescence polarization; percent of positive-control signal above neutral wells; activation, % at 25 µM;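 active means mean activation above about 17%, with every replicate also reaching it, limit read from the data, passing the limit was not always enough; inconclusive means only one of the two conditions met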;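 further: fluorescence polarization rise as delta FosB binds a TAMRA Cdk5 AP-1 oligo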
C-LANA FP: inhibitors of KSHV LANA C-terminal domain DNA binding; 340,000 tested, 0.078% active; inhibition, % at 9 µM; MBP-C-LANA/FAM-LBS DNA binding, fluorescence polarization;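 active means highest replicate inhibition at or above 60% at 9 µM, even if other replicates fall short; inactive means all replicates below 60% inhibition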;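 further: 0% = neutral control wells and 100% = 4 µM acridine orange control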
NSD2 HMT inh: inhibitors of human histone methyltransferase NSD2; O96028; inhibition, % at 12.5 µM; NSD2 peptide methylation, AlphaScreen, 120 min; AID 743445; 310,000 tested, 0.54% active; in the data active means inhibition above about 50%
Target sequence (O96028 whole entry, looked up): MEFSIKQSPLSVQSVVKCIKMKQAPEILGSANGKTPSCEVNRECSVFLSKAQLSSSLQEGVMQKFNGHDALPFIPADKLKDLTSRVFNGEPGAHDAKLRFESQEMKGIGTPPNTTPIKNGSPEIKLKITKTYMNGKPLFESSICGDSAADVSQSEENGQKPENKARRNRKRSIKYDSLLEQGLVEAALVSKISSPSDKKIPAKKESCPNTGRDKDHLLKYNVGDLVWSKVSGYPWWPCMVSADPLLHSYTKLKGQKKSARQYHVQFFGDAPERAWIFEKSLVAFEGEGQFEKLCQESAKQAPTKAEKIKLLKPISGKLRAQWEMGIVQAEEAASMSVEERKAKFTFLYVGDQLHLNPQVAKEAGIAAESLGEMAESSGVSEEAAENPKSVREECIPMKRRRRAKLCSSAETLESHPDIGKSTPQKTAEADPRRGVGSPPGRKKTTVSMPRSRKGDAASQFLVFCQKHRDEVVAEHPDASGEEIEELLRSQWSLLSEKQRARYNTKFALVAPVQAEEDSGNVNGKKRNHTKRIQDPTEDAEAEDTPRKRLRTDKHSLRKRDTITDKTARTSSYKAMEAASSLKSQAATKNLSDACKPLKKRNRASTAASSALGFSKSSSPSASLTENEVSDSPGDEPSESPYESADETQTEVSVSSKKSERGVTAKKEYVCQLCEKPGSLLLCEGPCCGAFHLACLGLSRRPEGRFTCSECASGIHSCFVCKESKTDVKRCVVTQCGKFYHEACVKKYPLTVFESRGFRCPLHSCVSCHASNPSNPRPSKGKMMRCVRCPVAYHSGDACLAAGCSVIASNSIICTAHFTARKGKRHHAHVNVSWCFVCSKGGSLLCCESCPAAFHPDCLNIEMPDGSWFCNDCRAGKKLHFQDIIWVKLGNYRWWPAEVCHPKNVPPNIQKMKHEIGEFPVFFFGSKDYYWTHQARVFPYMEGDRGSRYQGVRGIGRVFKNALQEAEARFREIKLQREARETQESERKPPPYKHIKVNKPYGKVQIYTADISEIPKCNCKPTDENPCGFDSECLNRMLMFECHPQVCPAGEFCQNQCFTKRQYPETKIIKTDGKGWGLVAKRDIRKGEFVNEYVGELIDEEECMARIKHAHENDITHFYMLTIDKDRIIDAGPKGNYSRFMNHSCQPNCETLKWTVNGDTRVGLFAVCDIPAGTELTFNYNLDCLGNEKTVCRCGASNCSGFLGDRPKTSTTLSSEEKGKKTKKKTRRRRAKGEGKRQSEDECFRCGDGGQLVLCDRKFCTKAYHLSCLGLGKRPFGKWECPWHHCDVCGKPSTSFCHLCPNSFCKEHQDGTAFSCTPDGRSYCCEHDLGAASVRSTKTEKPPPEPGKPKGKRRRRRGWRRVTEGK
CDK5 inh: inhibitors of human CDK5/p35 kinase; Q00535+Q15078; Recombinant CDK5/p35, ADP-Glo luminescence, 60 min; inhibition, % at 10 µM; 330,000 tested, 0.01% active; AID 488839;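 active means highest replicate inhibition of at least 50% and at least 75% of replicates reaching 50%; inconclusive means only one of the two criteria met; inactive means both criteria failed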;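 further: plate controls were DMSO neutral control for no effect and GW8510 at 10 µM for full effect; many of its hits are not listed in these tables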
* marks the source's active call; other numbers are inactive results; ? = inconclusive; . = not tested or not shown.

SMILES | Mot1-301 SUMO | RTF Ca sens inh | Keap1 Nrf2 FP | PvdQ inh | cardiac RTF act | Rtt109 Vps75 | PfHsp90 yeast 2 | dFosB activator | C-LANA FP | NSD2 HMT inh | CDK5 inh
COCCCn1cc(C(=O)c2cc(OC)ccc2OCC(=O)Nc2cc(C)on2)cc(C#N)c1=O | 36 | -11 | -5 | -12 | 2 | 6 | -5 | -9 | -2.4 | -1 | 2.4
Cc1ccc(C(=O)NCC(c2ccco2)N2CCCCC2)s1 (centres undefined) | -4 | -21 | 0 | -6 | 4 | -5 | -7 | 0 | 0.6 | 0 | 0.1
COc1ccccc1CNC(=O)C12CC3CC(CC(C3)C1)C2 | 9 | -8 | -1 | -1 | 5 | 2 | 7 | 0 | -1.1 | 0 | -4.5
Nc1c(C(=O)NCc2ccco2)c2nc3ccccc3nc2n1CCc1ccc(F)cc1 | -3 | 0 | 1 | -11 | 0 | 8 | -19 | -6 | 0.5 | 0 | -1.0
COCC(=O)Nc1nc(-c2ccc([N+](=O)[O-])cc2)cs1 | 146 | -3 | -4 | -7 | 3 | -26 | 7 | 2 | 3.0 | 2 | 0.6
CN(C(=O)CSc1nnc(-c2ccncc2)n1Cc1ccccc1)C1CCS(=O)(=O)C1 (centres undefined) | -3 | 10 | -3 | 3 | 2 | -7 | . | -1 | 1.3 | . | 1.0
O=c1[nH]cnc(CN2CCCCC2)c1O | . | -3 | -4 | -25 | 3 | -2 | 6 | 4 | -0.7 | 3 | -4.7
COc1ccccc1CNS(=O)(=O)c1ccc2c(c1)CC(C)N2C(=O)C1CC1 (centres undefined) | 253 | -10 | -4 | -15 | 5 | -6 | -14 | -12 | 0.3 | -3 | -0.6
COc1cc(S(=O)(=O)N2CCN(C(=O)c3ccccc3)CC2)c(OC)cc1Br | 5 | 7 | -2 | -10 | -9 | -2 | 18 | -8 | -1.4 | -1 | 0.2
CCOC(=O)N1CCN(CC(O)COc2ccc(-c3ccccc3)cc2)CC1 (centres undefined) | 35 | -6 | 0 | -13 | 0 | 10 | -27 | -14 | -1.8 | 7 | -1.3
Cc1ccsc1/C=N/NC(=O)c1ccc(-n2cccc2)cc1 | 0 | 16 | -1 | 12 | -5 | 14 | -11 | 3 | 0.6 | . | 0.7
NNC(=O)CCn1nnc2ccccc21 | 12 | -7 | -1 | -13 | -3 | 5 | 1 | 2 | 0.7 | -1 | 1.1
CCOc1ccc(NS(=O)(=O)c2ccc(-c3cnc(C4CC4)o3)cc2)cc1 | 175 | -17 | -2 | -10 | -4 | -2 | 12 | -19 | -0.2 | 15 | -0.9
COCCN(C(=O)Cc1cccs1)C(C(=O)NC1CCCC1)c1ccc(OC)c(OC)c1 (centres undefined) | 3 | -12 | -3 | -14 | -4 | -5 | 8 | -11 | 2.1 | -2 | -0.8
CCOC(=O)C(NC(C)=O)C(=O)Nc1ccc(OC)cc1 (centres undefined) | 5 | 2 | -9 | 11 | 6 | -14 | 12 | -1 | 0.0 | 0 | -5.2

Sorted by length of the SMILES (descending): 4 of the compounds above
SMILES | Mot1-301 SUMO | RTF Ca sens inh | Keap1 Nrf2 FP | PvdQ inh | cardiac RTF act | Rtt109 Vps75 | PfHsp90 yeast 2 | dFosB activator | C-LANA FP | NSD2 HMT inh | CDK5 inh
COCCN(C(=O)Cc1cccs1)C(C(=O)NC1CCCC1)c1ccc(OC)c(OC)c1 (centres undefined) | 3 | -12 | -3 | -14 | -4 | -5 | 8 | -11 | 2.1 | -2 | -0.8
Nc1c(C(=O)NCc2ccco2)c2nc3ccccc3nc2n1CCc1ccc(F)cc1 | -3 | 0 | 1 | -11 | 0 | 8 | -19 | -6 | 0.5 | 0 | -1.0
COCC(=O)Nc1nc(-c2ccc([N+](=O)[O-])cc2)cs1 | 146 | -3 | -4 | -7 | 3 | -26 | 7 | 2 | 3.0 | 2 | 0.6
Cc1ccsc1/C=N/NC(=O)c1ccc(-n2cccc2)cc1 | 0 | 16 | -1 | 12 | -5 | 14 | -11 | 3 | 0.6 | . | 0.7

Following part
SMILES | Mot1-301 SUMO | RTF Ca sens inh | Keap1 Nrf2 FP | PvdQ inh | cardiac RTF act | Rtt109 Vps75 | PfHsp90 yeast 2 | dFosB activator | C-LANA FP | NSD2 HMT inh | CDK5 inh
COc1ccc(OCCNc2cc(N3CCCCC3)ccc2[N+](=O)[O-])cc1 | -13 | 7 | 0 | 7 | 2 | 0 | -1 | -4 | 1.0 | 21 | -1.0
c1ccc(CCNCc2ccco2)nc1 | . | 4 | -4 | -1 | -7 | 8 | . | -2 | 0.9 | 0 | -1.9
Cc1c(N/N=C(\C#N)C(=O)c2ccccc2)c(=O)n(-c2ccccc2)n1C | . | -6 | -4 | -1 | 4 | 3 | 18 | 6 | 0.8 | -1 | -6.3
OCc1c(Cl)nc2ccccn12 | -10 | -6 | -5 | -5 | 0 | 1 | -5 | 0 | 0.1 | -2 | -0.4
O=C(COC(=O)c1cncc(Br)c1)Nc1ccc(F)c(F)c1F | . | -13 | -1 | -1 | 1 | -4 | . | -12 | 1.0 | -2 | 1.7
COc1ccc(C2CC(c3ccccc3)=NN2C(=O)COC(=O)c2ccc(S(C)(=O)=O)cc2)cc1 (centres undefined) | 9 | 4 | -2 | -18 | 3 | -8 | -27 | 4 | -0.4 | 0 | 2.3
COc1ccc(CC(=O)Oc2ccc(C#N)cc2)cc1 | -2 | -5 | 0 | -4 | -3 | 4 | 3 | 4 | 0.5 | -1 | -0.2
COc1ccc(NC(=O)C(=O)NNC(=O)c2cccs2)c(OC)c1 | -7 | -1 | 2 | -8 | -7 | 2 | -3 | 3 | -2.1 | -2 | -2.1
COc1cc(OC)cc(C(=O)NNC(=O)c2cc3c(s2)CCCC3)c1 | -16 | -3 | -5 | -20 | 8 | . | -2 | -3 | -1.0 | -4 | 2.8
Cc1cc2cc(CNC(=O)Nc3ccc(Cl)c(Cl)c3)ccc2n1C | 12 | -3 | 1 | -7 | -7 | -3 | -25 | 15 | 2.3 | . | 0.2
Cc1ccc(CNC(=O)CCc2nnc3ccc(N4CCC5(CC4)OCCO5)nn23)cc1 | 254 | 4 | 1 | -9 | -2 | 2 | 10 | -5 | 0.7 | 8 | .
CC(=O)c1cccc(NC(=O)CSc2nc(C3CC3)nc3ccccc23)c1 | 11 | -14 | 1 | -4 | 8 | 2 | -8 | 1 | 1.7 | -4 | -0.4
Cn1c(C(=O)O)ccc1S(=O)(=O)N1CCCCCC1 | -14 | -2 | 0 | -9 | 1 | 7 | 11 | 1 | 0.4 | -1 | 0.3
CC1Cc2cc(S(=O)(=O)N3CCCCC3C)ccc2N1C(=O)C1CCC1 (centres undefined) | 248 | -2 | 0 | 1 | 5 | 16 | 22 | -7 | -1.5 | 27 | -0.4
S=C(Nc1ccccc1)N1CCN(c2ccccn2)CC1 | 2 | 3 | 3 | 2 | -1 | 1 | -10 | 1 | -0.5 | 16 | 0.6
COC(=O)c1c(C)nc2ccccc2c1-c1ccccc1 | 8 | -4 | 4 | -7 | -1 | -7 | 2 | -13 | 0.9 | -2 | -0.9
Cc1nn(Cc2ccc([N+](=O)[O-])cc2)c(=O)n1N(C)c1ncc(C(F)(F)F)cc1Cl | 206 | -7 | -1 | -4 | -4 | -2 | 9 | -2 | 2.9 | 5 | 0.1
CCN(CC)C(=S)Sc1c(-c2ccccc2)c2cc(Cl)ccc2[nH]c1=O | . | -5 | -2 | -9 | 4 | 18 | -7 | -12 | 1.3 | 11 | 0.2
O=C(COC(=O)c1cccs1)Nc1nc(-c2ccccc2)cs1 | -14 | 0 | -2 | 5 | -2 | 1 | 4 | -3 | 8.3 | 0 | 0.7
CCN(CC)CC#CC(OC)(c1ccccc1)c1ccccc1 | . | -5 | 3 | -6 | 2 | -3 | 17 | 6 | 1.2 | 11 | -2.3
Cc1ccsc1C1NC(=O)c2c(sc3c2CCCC3)N1 (centres undefined) | -11 | -6 | -7 | -15 | -3 | 5 | -1 | -17 | 0.6 | . | 1.4
Cc1ccc(-c2csc(NC(=O)Cn3cnc4c3c(=O)n(C)c(=O)n4C)n2)cc1C | 9 | 11 | -1 | -5 | 10 | 1 | -27 | -2 | 1.3 | 1 | 0.4
CCCP(=O)(CC(=O)N(CC)CC)c1ccccc1 (centres undefined) | 2 | -11 | -3 | -14 | 0 | -14 | -1 | 2 | 0.4 | -1 | 1.8
Cc1nnsc1C(=O)N/N=C/c1ccc(OC(F)(F)F)cc1 | . | 8 | -1 | 2 | -2 | 9 | 3 | 3 | 0.4 | -1 | -0.6
O=S(=O)(Cc1ccccc1Cl)N1CCCCC1 | 3 | -2 | -1 | -9 | -1 | 1 | -10 | -4 | -2.5 | -3 | -0.1
COCCn1c(SCc2nc3ccccc3c(=O)[nH]2)nc2ccccc2c1=O | 7 | -3 | 2 | -6 | -4 | 2 | -11 | -9 | -8.9 | 1 | -0.5
COc1ccc(-c2csc(-c3ccccc3)n2)c(OC)c1 | 15 | -3 | -2 | 15 | -3 | 6 | -7 | -12 | -0.6 | 4 | 3.1
Cc1ccc(-c2c(C)sc3nc[nH]c(=O)c23)cc1C | 412 | 7 | 1 | -8 | 1 | 0 | -5 | -11 | -3.6 | -3 | 0.2
Cc1ccc(S(=O)(=O)Nc2ccc(-c3cn4ccc(C)cc4n3)cc2)cc1 | 9 | 6 | -3 | 4 | -5 | 6 | 7 | ? | -2.4 | . | -1.9
COc1cccc(NC(=O)c2cc(C(=O)Nc3cccc(OC)c3)n(C)n2)c1 | -12 | 5 | -3 | 7 | -1 | 9 | 0 | 4 | 0.7 | 2 | -1.9
CC1CCCN(S(=O)(=O)c2ccc(NC(=O)CNC3CCCC3)cc2)C1 (centres undefined) | 52 | 3 | -4 | -1 | 4 | 1 | -24 | -15 | -0.1 | 31 | -9.3
COc1cccc(CNC(=O)c2ccc(C(=O)NCc3cccc(OC)c3)cc2)c1 | -11 | -1 | 3 | -2 | -5 | -11 | -2 | 13 | 0.4 | -1 | 0.1
C=CCOc1ccc(/C(O)=C2/C(=O)C(=O)N(CCCN3CCOCC3)C2c2ccccc2)cc1 (centres undefined) | -14 | 8 | -3 | 5 | 3 | -7 | 9 | 0 | 0.3 | 3 | -2.1
OCCN(Cc1ccccc1)C(=S)Nc1ccc(Cl)cc1Cl | -10 | -1 | -6 | -9 | 7 | -2 | 38 | -5 | 1.0 | -1 | 0.7
CCCCC(=O)Nc1sc(C(=O)N(CC)CC)c(C)c1C(=O)OC | 0 | -6 | 2 | -9 | -7 | 11 | 0 | -7 | 0.9 | -2 | -0.5
O=C(CSc1nc(-c2ccccc2)c(-c2ccccc2)o1)NC1CCS(=O)(=O)C1 (centres undefined) | -7 | -8 | -3 | -7 | 1 | -9 | -19 | -11 | 1.1 | 3 | 1.0
O=C(Cn1nc(C(=O)O)c2ccccc2c1=O)Nc1cccc(Br)c1 | -4 | -13 | -2 | -7 | 1 | -17 | -16 | 0 | 0.1 | -3 | -1.5
